Bioassay records: PubChem, National Center for Advancing Translational Sciences (NCATS)
EPAC1 ag: qHTS for Agonist of cAMP-regulated guanine nucleotide exchange factor 3 (EPAC1): primary screen. Rap guanine nucleotide exchange factor 3 (Homo sapiens), O95398. EPAC1 agonist qHTS, biochemical assay; response scale: 100% = response to 6.5 mM cAMP. Potency, µM (doses to about 154 µM), inactives show at the highest dose activation, most hits filed as activators. 360,000 compounds, 0.073% hits. AID 720707, 2013; also: potency is read from the fitted curve at half-maximal effect; nearly all actives have a fitted effect of over 60% in size
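Read-out is the fluorescence drop as BODIPY-GDP leaves Rap1B (480 nm excitation, 540 nm emission), recorded every 5 minutes over 30 minutes. Reactions held 100 nM EPAC1, 250 nM Rap1B–BODIPY-GDP and 50 uM GDP, with 6.5 mM cAMP setting full activation.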
PLK1 PBD block: qHTS for Inhibitors of PLK1-PDB (polo-like kinase 1 - polo-box domain): Primary Screen | 360,000 compounds, 2.8% hits | Plk1 PBD binding of FITC phosphopeptide, fluorescence polarization | Serine/threonine-protein kinase PLK1 (Homo sapiens), P53350 | Potency, µM, for the others: max response, negative = inhibition, actives largely listed as inhibitors; also: potency is read from the fitted curve at half-maximal effect; series mostly up to about 57 µM; % is scaled to controls: 0 for no effect and ±100 for the full control effect; nearly all actives have a fitted effect of over 65% in size
Target sequence (P53350 whole entry, looked up, the tested form may be a part): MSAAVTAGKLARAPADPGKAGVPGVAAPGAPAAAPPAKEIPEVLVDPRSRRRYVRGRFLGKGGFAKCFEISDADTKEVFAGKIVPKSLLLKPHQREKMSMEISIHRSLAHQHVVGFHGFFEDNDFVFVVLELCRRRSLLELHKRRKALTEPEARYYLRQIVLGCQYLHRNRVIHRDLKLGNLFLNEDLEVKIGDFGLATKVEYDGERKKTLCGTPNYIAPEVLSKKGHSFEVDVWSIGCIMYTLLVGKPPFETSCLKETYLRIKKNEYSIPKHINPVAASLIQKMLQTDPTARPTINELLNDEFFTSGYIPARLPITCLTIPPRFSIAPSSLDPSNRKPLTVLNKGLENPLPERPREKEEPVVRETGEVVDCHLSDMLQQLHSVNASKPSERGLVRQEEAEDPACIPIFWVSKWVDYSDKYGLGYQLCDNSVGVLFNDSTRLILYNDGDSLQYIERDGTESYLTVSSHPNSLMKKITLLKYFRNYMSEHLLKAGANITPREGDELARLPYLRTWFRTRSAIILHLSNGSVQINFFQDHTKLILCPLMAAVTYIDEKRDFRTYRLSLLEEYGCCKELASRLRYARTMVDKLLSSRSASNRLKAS
GLP1R cytotox: qHTS of GLP-1 Receptor Inverse Agonists: Cytotox Screen; 410,000 compounds, 0.13% hits; HEK293 cAMP-luciferase reporter cells, luminescence, 24 h; AID 624418, 2012; Potency, µM (titrated, usually from 38.3 µM), for the others: at the top dose activity change, negative = inhibition, hits mostly inhibitors;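 also: loss of luciferase light is scored as toxicity; potency is read from the fitted curve at half-maximal effect; % is scaled to controls: 0 for no effect and ±100 for the full control effect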
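Quantitative HTS format, 1536 wells, 200 cells/uL seeded. Compounds: 23 nL, 24 h, 37 °C. Detection: luciferase reagent, luminescence at 12 min RT; decreased signal taken as cytotoxic.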
EPAC1 antagonist: qHTS for Antagonist of cAMP-regulated guanine nucleotide exchange factor 3 (EPAC1): primary screen; AID 720709, 2013; Rap guanine nucleotide exchange factor 3 (Homo sapiens), O95398; 360,000 compounds, 0.14% hits; Potency, µM (doses to about 115 µM), without a hit: top-dose activity change, negative = inhibition, most hits filed as inhibitors; EPAC1 GEF assay, Rap1b-BODIPY-GDP exchange fluorescence;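 also: potency is read from the fitted curve at half-maximal effect; plate controls were vehicle for no effect and positive control for full effect; nearly all actives have a fitted effect of over 50% in size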
GLP-1R inv ag: qHTS of GLP-1 Receptor Inverse Agonists (Inhibition Mode). Glucagon-like peptide 1 receptor (Homo sapiens), P43220. HEK293 GLP-1R CRE-luciferase, luminescence, 24 h; GLP-1R form is constitutively active. Potency, µM (top dose mostly 38.3 µM), for inactives: at the highest dose activity change, negative = inhibition, hits mostly inhibitors. 410,000 compounds, 1.6% hits. AID 624417, 2012; also: potency is read from the fitted curve at half-maximal effect; % is scaled to controls: 0 for no effect and ±100 for the full control effect; nearly all actives have a fitted effect of over 55% in size
Target sequence (P43220 whole entry, looked up): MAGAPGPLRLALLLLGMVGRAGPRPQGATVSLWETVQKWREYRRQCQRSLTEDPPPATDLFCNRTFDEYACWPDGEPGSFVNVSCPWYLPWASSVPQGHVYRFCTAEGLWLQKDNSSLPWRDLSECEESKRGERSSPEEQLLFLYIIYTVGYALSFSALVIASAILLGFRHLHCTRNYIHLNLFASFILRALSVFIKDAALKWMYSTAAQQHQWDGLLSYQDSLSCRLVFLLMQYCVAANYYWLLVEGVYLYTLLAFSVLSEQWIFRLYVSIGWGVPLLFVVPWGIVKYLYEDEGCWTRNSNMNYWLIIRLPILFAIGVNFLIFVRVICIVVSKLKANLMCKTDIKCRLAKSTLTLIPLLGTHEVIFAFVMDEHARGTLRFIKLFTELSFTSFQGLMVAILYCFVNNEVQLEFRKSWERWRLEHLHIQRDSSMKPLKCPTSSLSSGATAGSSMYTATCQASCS
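Cells are plated, allowed 12 hours at 37 deg C, then treated with compounds for 24 hr before luciferase detection reagent is added and luminescence is read after 12 min at room temperature. The HEK293 line carries constitutively active GLP-1R with a cAMP-responsive reporter.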
PTHR1 ag: qHTS for PTHR1 Agonists: Primary Screen. Parathyroid hormone/parathyroid hormone-related peptide receptor (Homo sapiens), Q03431. HEK293 GP2 PTHR1 cells, GloSensor cAMP luminescence, 1 h. Potency, µM (top dose mostly 115 µM), without a hit: at the top dose activation, most hits filed as activators. 410,000 compounds, 0.075% hits. AID 743266, 2014; also: potency is read from the fitted curve at half-maximal effect; nearly all actives have a fitted effect of over 55% in size; some results filed as inactive show a strong effect at the top dose; inactives centre near -15; many of its hits are not listed in these tables
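HEK-293-derived GP2 cells expressing PTHR1 and a GloSensor cAMP reporter, 3,000/well, plated overnight, given luciferin plus IBMX (each 0.5 mM as added) for 1 h at 37 °C, then compound for 1 h at 37 °C. Luminescence was read after 15 min at room temperature.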
PI5P4K alpha inh: qHTS for Inhibitors of phosphatidylinositol 5-phosphate 4-kinase (PI5P4K) | Phosphatidylinositol 5-phosphate 4-kinase type-2 alpha (Homo sapiens), P48426 | PI5P4Kalpha enzyme, ADP-Glo luminescence, 60 min; active compounds read low | max response, % | 330,000 compounds, 1.2% hits | AID 652105, 2013; active = max response of -50% or lower; inconclusive = between -30% and -50%; inactive = -30% or higher; also: value at the top dose of about 77 µM; % is scaled to controls: 0 for no effect and ±100 for the full control effect
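Single end-point luminescence (ADP-Glo) quantified ADP from PI5P4Kalpha turnover; ATP 5 microM final, 1 h at RT, 0.1% CHAPS and 0.28 mM EGTA in HEPES pH 7.4.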
IL-2 act: qHTS of IL-2 Activators | IL-2 activation reporter assay, cell-based qHTS; stimulated with anti-CD3/CD4/CD28 beads; in transgenic mouse T cells | activation, % (series mostly up to about 46 µM) | 360,000 compounds, 0.065% hits; in the data active = activation above about 50%; inconclusive = mostly about 30% to 49%; also: 0% is about no effect
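Readout is EGFP and DsRed signal by fluorescent plate cytometry after 18 h at 37 degrees C. Transgenic mouse T cells (750/well) received compound for 60 min before bead stimulation (anti-CD3, anti-CD4, anti-CD28); memory T cells served as non-tolerant control.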
GLP-1R agonist: qHTS of GLP-1 Receptor Agonists; Glucagon-like peptide 1 receptor (Homo sapiens), P43220; HEK293 GLP-1R CRE-luciferase, luminescence, 4-6 h; cells express a hypersensitive GLP-1R form; Potency, µM (top dose mostly 45.6 µM), for the others: at the highest dose activation, most hits filed as activators; 380,000 compounds, 0.007% hits; AID 624172, 2012; also: potency is read from the fitted curve at half-maximal effect; % of control where 0% means no effect
* marks the source's active call; other numbers are inactive results; i = inactive; ? = inconclusive; · = no result given; [ ] = another dose, or the depositor's remark. Unless noted, calls follow the shape of the dose curve; as a rule, active = well fitted curve in the direction sought with a large enough effect; inconclusive = small, poorly fitted or top-dose-only effect, or another doubt; inactive = no such curve, though single readings can be large; an effect the other way counts as inactive or inconclusive. Not all compounds are listed, so the mix of outcomes need not match the whole.

The first six compounds, ahead of the listing:
SMILES	EPAC1 ag	PLK1 PBD block	GLP1R cytotox	EPAC1 antagonist	GLP-1R inv ag	PTHR1 ag	PI5P4K alpha inh	IL-2 act	GLP-1R agonist
CSCC[C@H](NC(=O)N1CCn2c1nc1ccccc12)C(=O)NC1CC1	4%	-10%	-1%	-7%	5%	-4%	8	-0.2	-1%
Cc1cc([N+](=O)[O-])ccc1NCc1cccc([N+](=O)[O-])c1	3%	0%	-28%	3%	?	i	·	-3.0	2%
COc1ccc(C(=O)Nc2cccc(OC(=O)c3ccco3)c2)cc1	-2%	-11%	3%	-20%	8%	-2%	0	0.6	6%
COc1ccc(C2c3c(C)nn(-c4ccccc4)c3NC(=O)N2c2ccccc2)cc1 (stereo not given)	9%	-1%	2%	-15%	?	-14%	-2	0.0	21%
CC1ON=C(c2ccc(F)cc2)NC1=O (stereo not given)	3%	-3%	-13%	-19%	24%	-10%	6	0.1	-2%
COc1ccc(S(=O)(=O)NCc2ccc(C(=O)N(C)Cc3ccco3)cc2)cc1	-4%	-1%	?	12%	14%	-18%	·	0.6	-1%

All compounds of this part, previewed entries included:
SMILES	EPAC1 ag	PLK1 PBD block	GLP1R cytotox	EPAC1 antagonist	GLP-1R inv ag	PTHR1 ag	PI5P4K alpha inh	IL-2 act	GLP-1R agonist
CSCC[C@H](NC(=O)N1CCn2c1nc1ccccc12)C(=O)NC1CC1	4%	-10%	-1%	-7%	5%	-4%	8	-0.2	-1%
Cc1cc([N+](=O)[O-])ccc1NCc1cccc([N+](=O)[O-])c1	3%	0%	-28%	3%	?	i	·	-3.0	2%
COc1ccc(C(=O)Nc2cccc(OC(=O)c3ccco3)c2)cc1	-2%	-11%	3%	-20%	8%	-2%	0	0.6	6%
COc1ccc(C2c3c(C)nn(-c4ccccc4)c3NC(=O)N2c2ccccc2)cc1 (stereo not given)	9%	-1%	2%	-15%	?	-14%	-2	0.0	21%
CC1ON=C(c2ccc(F)cc2)NC1=O (stereo not given)	3%	-3%	-13%	-19%	24%	-10%	6	0.1	-2%
COc1ccc(S(=O)(=O)NCc2ccc(C(=O)N(C)Cc3ccco3)cc2)cc1	-4%	-1%	?	12%	14%	-18%	·	0.6	-1%
COc1ccc(/C=C2\SC(=S)N(CCC(=O)N3CCCCC3)C2=O)cc1	3%	-27%	-16%	-12%	-3%	i	1	0.5	8%
CCOC(=O)C1=C(CS(=O)(=O)c2ccccc2)NC(=O)NC1c1ccc(OC)c(OC)c1 (stereo not given)	5%	-18%	-5%	-1%	29%	26%	6	0.2	-5%
Cc1c(N)cccc1[N+](=O)[O-]	-11%	-13%	5%	-5%	-1%	i	6	0.1	8%
O=C1CN(C(=O)c2ccccc2Br)C(c2ccc(F)cc2)c2cc(F)ccc2N1 (stereo not given)	-3%	-4%	-6%	-7%	?	i	0	0.8	7%
CCN(CC)S(=O)(=O)c1ccc(-c2nnc(SCC(=O)c3ccc(OC)cc3)o2)cc1	-2%	-1%	12%	5%	7%	?	·	1.2	7%
COc1ccc(C(=O)C[n+]2ccc(N)c(C)c2C)cc1	8%	-7%	-7%	16%	?	-17%	1	-1.5	-1%
CCn1ccnc1CN1CCc2c([nH]c3ccccc23)C1CC(C)C (stereo not given)	-4%	4%	?	-25%	?	-22%	-3	0.0	8%
O=C(CCC1CCCCC1)NCCS(=O)(=O)N1CCN(c2ccc(F)cc2)CC1	1%	3%	9%	-15%	?	-24%	6	0.3	2%
CCOc1cccc(NC(=O)/C(C#N)=C\c2cccnc2)c1	2%	19µM*	?	?	?	-29%	1	-2.8	0%
CCNC(=S)N1CCN(C(c2ccccc2)c2ccccc2)CC1	18%	-1%	47%[activator]	-9%	?	i	·	-2.7	-1%
CCc1sc(C(=O)Nc2cccc(C(C)=O)c2)cc1C	-3%	-5%	-8%	?	?	-27%	0	-3.7	14%
COc1cc(OC)cc(C(=O)N[C@H](C(=O)OCC(=O)NC(=O)NC(C)(C)C)C(C)C)c1	-13%	-3%	-1%[0.307 µM]	2%	-3%[0.307 µM]	i	-3	0.0	15%
O=C(Nc1ccc(C(=O)N2CCOCC2)cc1)c1cc(-c2cccnc2)nc2ccc(Br)cc12	-6%	5%	-19%	-11%	?	i	-6	-1.5	5%
CCOC(=O)c1c(C)nc(C)c2c(=O)oc3ccccc3c12	-4%	-7%	-8%	6%	16%	-3%	11	-0.4	5%
Cc1ccc(NC(=S)N(CCN2CCOCC2)Cc2cc3cc4c(cc3[nH]c2=O)OCCO4)cc1	0%	2%	3%	1%	22%	i	-2	-0.1	6%
COC(=O)c1nc(N)sc1-c1ccc(Cl)c(Cl)c1	6%	-3%	4%	3%	75%[activator]	i	0	0.3	8%
O=c1c2c(nc(NCCO)n1CC1CCCCC1)-c1ccccc1CC21CCCC1	22%	-1%	?	-9%	4µM*	i	12	-0.1	1%
CCCn1c(SCC(=O)Nc2ccc(S(=O)(=O)N3CCOCC3)cc2)n[nH]c1=O	14%	-10%	8%	-4%	8%	i	-4	-1.6	0%
CCOC(=O)c1ccc(NC(=O)NCc2cccnc2)cc1	11%	-18%	1%	12%	-4%	-4%	-7	-2.2	2%
C=CCc1cccc2cc(C(=O)N3CCN(c4ccccn4)CC3)c(=O)oc12	-13%	-11%	3%	-15%	-9%	i	-2	1.6	17%
O=S(=O)(Nc1nc2ccccc2nc1NCC1CCCO1)c1cc(Cl)ccc1Cl (stereo not given)	-3%	-8%	-8%	-12%	?	-31%[inhibitor]	-4	-4.8	0%
Cc1ccc(NC(=O)CN(C)C(=O)CNC(=O)c2ccc3c(c2)OCO3)cc1	12%	-9%	15%	6%	-10%	i	5	-0.7	-11%
O=C(CN(C(=O)CNC(=O)c1cccs1)c1ccccc1)NC1CCCCC1	3%	3%	19%	8%	7%	-51%[inhibitor]	-4	-0.2	5%
COc1cc(C#Cc2c(-c3cncn3C)n(C)c3ccc(-c4cnc(OC)nc4)cc23)cc(OC)c1	6%	-10%	6%	-6%	-27%	-20%	11	-0.9	0%
COc1ccccc1CN(C)S(=O)(=O)c1cccs1	-2%	7%	2%	-19%	-29%	i	-7	-2.0	1%
Cc1ccccc1N1CCN(C2CCCN(C(=O)CSc3ccccn3)C2)CC1 (stereo not given)	5%	-21%	102%[activator]	-9%	?	-2%	4	-0.7	-7%
O=C(O)C1CCCCC1C(=O)NCCc1ccc(Cl)cc1 (stereo not given)	-6%	-6%	-6%	8%	20%	i	-6	-1.3	-23%
CC1CN(Cc2nc3c(c(=O)[nH]c(=O)n3C)n2CCCc2ccccc2)CC(C)O1 (stereo not given)	-7%	1%	-11%	-17%	6%	i	0	0.7	23%
COc1ccc(-c2cc3ccc(F)cc3cn2)cc1	-14%	9%	7%	-21%	-17%	-34%	-2	0.6	-2%
COCc1cc(C)nc(SCC(=O)NCc2ccco2)c1C#N	1%	-7%	3%	17%	5%	i	·	1.0	-9%
COc1cc(C(=O)N2CCCCCCC2)ccc1OC1CCN(C(C)=O)CC1	1%	-1%	-4%	10%	4%	-31%[inhibitor]	-1	-0.1	-3%
CNC(=O)C(=O)NCC1OCCN1S(=O)(=O)c1ccc([N+](=O)[O-])cc1 (stereo not given)	-5%	-14%	4%	-11%	-3%	i	4	0.6	-1%
O=S(=O)(Nc1ccccc1)c1ccc(Oc2ncc(C(F)(F)F)cc2Cl)cc1	14%	-3%	?	-25%	?	-36%[inhibitor]	-2	-2.8	-3%
O=C(c1ccc2c(c1)N(Cc1ccc(F)cc1)CCS2)N1CCOCC1	1%	-6%	-15%	7%	?	i	2	-2.2	-6%
CC(C)n1c(CN(C)c2ccccc2)nc2ccccc21	-7%	7%	?	-4%	?	-25%	-3	-0.8	-1%
CCOc1ccc2nc(NCCNC(=S)NCCCN(C)C)c(C#N)cc2c1	-2%	-1%	·	4%	1%	28%	2	-2.0	25%
Cc1ccccc1N1CCN(S(=O)(=O)c2nnc(NC(=O)c3ccc(F)cc3)s2)CC1	-11%	1%	-3%	9%	-12%	-1%	3	-3.8	-1%
C=CCn1cc(/C=C2/NC(=O)NC2=O)c2ccccc21	-4%	9%	5%	-2%	34%	i	-17	-1.2	11%
O=[N+]([O-])c1ccccc1S(=O)(=O)Nc1cccc(-c2ccc(N3CCCC3)nn2)c1	-21%	-16%	-1%	-16%	1%	-19%	-26	-0.1	-19%
O=C1C(Cl)=C(O)C2(Cl)C(Cl)=C(Cl)C12Cl (stereo not given)	-2%	2%	?	-8%	?	-13%	-2	1.3	1%
